Screening data from PubChem BioAssay.
697 NFkB inh = inhibitors of PMA/ionomycin-induced NF-kB reporter, 697 cells, primary screen, B-cell NF-kB inhibitor project, cell-based, luminescence, uHTS | inhibition, % at 4 µM | actives 0.33% (n = 330,000) | 697 B-cell NF-kB luciferase reporter, 16 h; in the data active means inhibition above about 35%
UBC13 polyUb = UBC13 polyubiquitin chain formation inhibitors, primary screen, biochemical, TR-FRET, uHTS. inhibition, % at 20 µM. actives 0.47% (n = 330,000). AID 485273, 2010. Ubiquitin-conjugating enzyme E2 N (Homo sapiens), P61088; in the data active means inhibition above about 45%, passing the limit was not always enough
Target sequence (P61088 whole entry, looked up): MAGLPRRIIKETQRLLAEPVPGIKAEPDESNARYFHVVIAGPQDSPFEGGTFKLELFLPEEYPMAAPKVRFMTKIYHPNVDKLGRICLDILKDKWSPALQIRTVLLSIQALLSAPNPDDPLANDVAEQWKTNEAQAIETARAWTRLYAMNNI
Jurkat NFkB inh = inhibitors of induced NF-kB luciferase reporter, primary screen, TCR NF-kB activation inhibitor project, cell-based, luminescence, uHTS. AID 435003, 2010. actives 0.53% (n = 330,000). Jurkat, PMA/ionomycin-induced NF-kB luciferase reporter. inhibition, % at 4 µM; in the data active means inhibition above about 50%
EBI2 block = EBI2 receptor antagonists, beta-arrestin recruitment, primary screen, cell-based, luminescence, 7a,25-OHC stimulation, uHTS. G-protein coupled receptor 183 (Homo sapiens), P32249. 7a,25-OHC stimulated. inhibition, % at 5 µM. actives 0.81% (n = 360,000). AID 651636, 2012; in the data active means inhibition above about 38%;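 further: enzyme fragment complementation signal reports receptor beta-arrestin coupling in cells; 0% = agonist plus DMSO wells and 100% = wells without agonist; some results beyond the cut were filed as inactive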
APJ antagonist = antagonists of human apelin receptor APJ, primary screen, CHO-K1 cells, beta-arrestin complementation, luminescence; P35414; actives 0.32% (n = 330,000); inhibition, % at 20 µM; AID 2521, 2010;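 active means inhibition above about 40% at 20 µM, limit read from the data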;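 further: cells challenged with 10 nM apelin-13 agonist together with compound; plate controls were apelin-13 plus DMSO wells for no effect and DMSO wells lacking apelin-13 for full effect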
Target sequence (P35414 whole entry, looked up): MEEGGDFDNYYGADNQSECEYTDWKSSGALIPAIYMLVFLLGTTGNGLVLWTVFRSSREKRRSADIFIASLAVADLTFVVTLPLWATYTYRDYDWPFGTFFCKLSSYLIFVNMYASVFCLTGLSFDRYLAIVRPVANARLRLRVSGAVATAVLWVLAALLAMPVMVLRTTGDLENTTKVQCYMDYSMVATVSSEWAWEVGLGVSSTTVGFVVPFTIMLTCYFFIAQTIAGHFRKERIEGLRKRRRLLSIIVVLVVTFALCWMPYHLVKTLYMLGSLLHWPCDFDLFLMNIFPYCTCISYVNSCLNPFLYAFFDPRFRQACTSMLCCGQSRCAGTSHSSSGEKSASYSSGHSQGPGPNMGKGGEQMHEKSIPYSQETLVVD
CXCR6 inh = CXCR6 receptor inhibitors, primary screen, cell-based, beta-arrestin, luminescence, CHO-K1 PathHunter, 1536-well; inhibition, % at 20 µM; actives 0.36% (n = 360,000); AID 602244, 2012; in the data active means inhibition above about 34%, passing the limit was not always enough;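 further: antagonist mode with CXCL16 agonist at 10 nM final; 0% = 10 nM CXCL16 with DMSO and 100% = unstimulated wells without agonist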
Gli-Sufu block = Gli-Sufu pathway antagonists, primary screen, luciferase luminescence, Sufu-KO-LIGHT cells, uHTS; actives 0.74% (n = 340,000); inhibition, % at 5 µM; Sufu-KO-LIGHT fibroblasts, Gli luciferase reporter luminescence;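 active means inhibition above about 55%, limit read from the data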;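 further: 0% = DMSO-treated cells and 100% = wells with medium but no cells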
CCR6 antagonist = CCR6 receptor antagonists, primary screen, cell-based, CHO-K1, luminescence, beta-arrestin, uHTS. C-C chemokine receptor type 6 (Homo sapiens), P51684. CHO-K1 CCR6 PathHunter beta-arrestin, CCL20-stimulated. inhibition, % at 20 µM. actives 0.49% (n = 340,000);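 active means compounds whose inhibition of the agonist-driven luminescence signal at 20 µM reaches about 50%, limit read from the data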;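 further: cells stimulated with CCL20 at 14 nM final; plate controls were DMSO with CCL20 for no effect and DMSO without agonist for full effect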
Target sequence (P51684 whole entry, looked up): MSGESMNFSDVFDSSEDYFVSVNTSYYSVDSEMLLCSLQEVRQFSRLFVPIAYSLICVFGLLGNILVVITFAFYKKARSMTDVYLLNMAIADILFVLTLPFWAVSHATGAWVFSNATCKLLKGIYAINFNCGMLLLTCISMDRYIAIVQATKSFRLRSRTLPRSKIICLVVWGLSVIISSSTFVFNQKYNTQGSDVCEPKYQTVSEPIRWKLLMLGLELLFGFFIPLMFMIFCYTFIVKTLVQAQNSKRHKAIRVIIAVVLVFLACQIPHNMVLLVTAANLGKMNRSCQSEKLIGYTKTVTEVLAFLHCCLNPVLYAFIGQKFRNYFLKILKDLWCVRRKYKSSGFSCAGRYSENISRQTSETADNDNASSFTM
Numbers without * were called inactive; x = not tested or not shown.

SMILES	697 NFkB inh	UBC13 polyUb	Jurkat NFkB inh	EBI2 block	APJ antagonist	CXCR6 inh	Gli-Sufu block	CCR6 antagonist
CCOC(=O)c1cnn2c1[nH]c(=O)c1ccccc12	-11.6	12.9	-4.3	-8.3	16.9	2.5	-14.4	-1.1
CC(=NNC(=O)c1cccc(S(=O)(=O)N2CCCC2)c1)c1ccccc1	1.2	0.2	2.9	-8.7	-0.6	6.6	-20.0	21.7
Cn1c(SCc2nc(-c3ccc(Cl)cc3)no2)nnc1-c1ccccc1	-7.6	-1.5	0.0	6.2	2.9	-3.0	x	-2.6
COc1ccc(CN2CCN(C(=O)c3cccc(OC)c3OC)CC2)cc1OC	2.5	-13.2	-4.4	-3.3	25.6	4.0	-2.0	9.2
CC(C)NC(=O)CN1CCN(Cc2nc(C(c3ccccc3)c3ccccc3)no2)CC1	5.5	-2.7	10.3	-8.4	-22.4	-9.1	2.8	-7.2
COc1ccc(C2NC(C(=O)O)Cc3c2[nH]c2ccccc32)cc1CN1CCN(c2ccc(F)cc2)CC1 (centres undefined)	21.2	6.9	10.8	-1.8	-1.1	-4.9	-0.9	13.1
C=C(C)c1cccc(C(C)(C)NC(=O)N2CCN(CC)CC2)c1	3.7	-2.6	-4.3	-10.3	8.4	4.2	5.6	-1.9
COc1ccc(CC(=O)NC(C)c2nnc(SCC(=O)c3ccc(Br)cc3)n2C)cc1 (centres undefined)	6.0	8.5	-8.0	0.4	-4.1	-2.5	-1.4	0.9
COC(C[C@@H](O)CC(=O)[C@@H](C)OCc1ccccc1)OC	13.7	-6.6	-12.8	1.0	0.4	-0.8	-7.8	13.2
Cc1ccc(C(=O)CSc2cc(C)[nH]c(=O)n2)cc1	-86.5	-9.6	-130.1	-14.4	7.5	-1.2	-49.3	-3.0
CC(C)C(=O)NN(C(=O)C(C)C)c1nc2ccccc2s1	-1.8	2.9	-16.8	-4.8	1.2	8.0	3.7	5.3
C[C@H](NC(=O)c1ccccc1)C(=O)N1CCN(c2ccccc2)CC1	-3.6	4.9	12.4	1.1	15.5	-0.8	14.2	-7.9
COc1ccccc1C1(O)CCN(CC(=O)Nc2nc(-c3ccccc3)cs2)CC1	-43.4	-3.5	13.4	1.7	-19.9	-10.9	7.5	-1.6
COC(=O)[C@]1(C)CCC[C@@]2(C)C3CC[C@@]4(C)C[C@]3(CC[C@H]12)C[C@H]4O (some centres undefined)	0.0	7.5	4.0	-24.3	-5.4	-5.0	3.4	-7.3
Cc1ccc(NC(=O)COc2ccc(Br)cn2)cc1	9.0	-4.2	15.4	-6.8	12.5	-13.9	-1.9	0.1
Clc1ccc(OCc2nn3c(C4CCCCC4)nnc3s2)c(Cl)c1	-3.6	-18.6	-2.7	9.8	8.8	2.1	-3.1	10.8
Cc1cc(C)n(Cc2nc3ccccc3n2C)n1	-22.4	-10.5	-0.3	3.1	-0.3	-1.7	6.8	-1.2
CC(C)NC(=O)Nc1cccc2c1O[C@H](CN(C)C(=O)Nc1ccc(C(F)(F)F)cc1)[C@@H](C)CN([C@H](C)CO)C2=O	8.0	10.4	1.3	-6.5	-6.8	5.7	-6.2	-6.2
NC(=O)c1nsc(C(=O)N(CC(=O)NC2CCCC2)c2cnc3ccccc3c2)c1N	5.7	13.7	5.8	x	7.8	x	x	x
COc1ccc(C(CNC(=O)Cc2ccccc2)N2CCCCC2)cc1 (centres undefined)	15.5	6.6	-3.5	-1.6	-2.7	7.1	0.5	2.8
COc1ccc(/C=C/C(=O)NCC(=O)N/N=C/c2cc(Br)ccc2OCc2ccccc2)cc1	-2.1	-21.1	-11.4	6.4	1.6	1.7	-0.5	6.5
CCc1nc2oc3ccccc3c(=O)c2cc1C(=O)OC	x	x	x	5.0	x	3.7	-45.7	3.5
Cc1ccc(NC(=O)c2ncn(CCCN3CCN(c4ccccn4)CC3)n2)cc1C	x	x	x	17.0	x	-0.2	1.5	14.0
Cc1ccccc1C(=O)NC[C@@H]1CCCN2CCCC[C@H]12	10.1	2.9	-1.2	-1.2	2.1	-7.1	4.7	1.8
CC(=O)Nc1ccc(-c2csc(NC(=O)C3CCN(S(=O)(=O)c4cccs4)CC3)n2)cc1	x	x	x	0.1	x	1.3	22.1	1.6

The closing 2 entries of the section above lead into the next.
SMILES	697 NFkB inh	UBC13 polyUb	Jurkat NFkB inh	EBI2 block	APJ antagonist	CXCR6 inh	Gli-Sufu block	CCR6 antagonist
Cc1ccccc1C(=O)NC[C@@H]1CCCN2CCCC[C@H]12	10.1	2.9	-1.2	-1.2	2.1	-7.1	4.7	1.8
CC(=O)Nc1ccc(-c2csc(NC(=O)C3CCN(S(=O)(=O)c4cccs4)CC3)n2)cc1	x	x	x	0.1	x	1.3	22.1	1.6
O=C(COc1ccc(/C=N/NC(=O)c2ccccc2O)cc1)Nc1ccc([N+](=O)[O-])cc1	4.7	-0.8	-7.1	3.8	10.2	1.6	-1.1	10.3
CCOC(=O)C1CCN(S(=O)(=O)c2ccc3[nH]c4c(c3c2)CCCC4)CC1	-19.4	-2.5	17.8	18.6	12.3	-5.8	-8.8	18.6
CSCCC(NC(=O)c1ccccc1)C(=O)NC1CCCC1 (centres undefined)	17.2	3.6	9.9	-13.6	-3.0	0.5	0.6	2.7
Cn1nc(C(F)(F)F)c(/C=N/OCc2c(Cl)cccc2Cl)c1Cl	-9.9	-5.4	3.7	14.7	7.3	-6.3	-2.1	11.2
COc1ccc(-c2cc(C(=O)NC(C)c3ccccn3)c3ccccc3n2)cc1OC (centres undefined)	3.3	15.1	-9.5	5.3	21.0	11.9	-3.2	5.9
COc1ccc(C2(C)CC(C)(C)Nc3ccccc32)cc1 (centres undefined)	6.3	-2.6	-9.8	3.8	-5.6	-3.5	-7.8	23.1
CCOC(=O)C1C(=O)C=C(c2ccc(C)cc2)CC1c1cccc([N+](=O)[O-])c1 (centres undefined)	-19.0	17.5	19.2	15.6	-0.1	2.2	25.3	14.7
Cc1c(Cl)cnc(NC(=O)COC(=O)C2CCCC2)c1Cl	2.7	3.7	-1.9	5.8	0.4	-10.4	1.4	5.2
CCOc1ccc(NC(=S)NC(C)c2cccs2)cc1 (centres undefined)	0.4	4.5	9.5	4.3	-6.0	-6.1	1.4	-0.1
COc1ccc(C(c2c(NC(=O)c3ccco3)sc(C)c2C)N2CCOCC2)cc1 (centres undefined)	7.5	3.5	-0.8	7.7	-1.2	16.7	4.7	14.1
CCC1(c2ccc(F)cc2)NC(=O)N(CC(=O)N(C)C2CCS(=O)(=O)C2)C1=O (centres undefined)	1.0	6.5	7.1	-3.8	2.2	9.1	-2.6	-0.7
CCc1ccc(S(=O)(=O)NCCc2cn3ccc(C)cc3n2)s1	3.8	-1.3	-6.6	3.3	10.6	2.5	-7.0	11.1
COC(=O)Nc1nc2ccc(-c3n[nH]c(=O)c4ccccc34)cc2[nH]1	-82.4	5.2	71.4*	-11.2	4.6	-11.5	-7.9	22.3
COc1ccc(/C=C2\CCCc3c2nc2ccccc2c3C(=O)OCC(=O)c2c(N)n(C)c(=O)n(C)c2=O)cc1	-35.1	-28.2	14.9	x	-35.1	x	x	x
O=S(=O)(NCc1cc(-c2ccc(Cl)cc2)no1)c1ccc(Cl)cc1	16.9	-1.0	6.0	1.2	9.5	-15.6	-0.3	-3.1
Cc1ccc(-c2ccc(/C=N/NC(=O)c3ccccc3O)o2)cc1	-17.6	-17.9	-2.4	x	1.1	x	x	x
COc1ccccc1N1CCN(C(=O)c2cc(-c3ccccc3O)on2)CC1	-16.0	0.6	-5.0	17.1	-10.2	4.5	-6.4	12.6
COCCNC(=O)c1ccccc1NC(=O)c1ccccc1N(C)S(=O)(=O)c1ccccc1	-5.7	2.1	2.8	-5.8	2.5	-3.5	-3.2	3.0
Cc1cc(N2CCN(C(=O)c3cccs3)CC2)c(F)cc1[N+](=O)[O-]	-15.6	-2.5	5.8	-1.2	-28.0	-2.8	44.3	11.9
Fc1ccc(-[n+]2nc(Nc3ccccc3)sc2-c2c(Cl)cccc2Cl)cc1	-67.5	26.6	2.2	5.7	9.0	-1.0	35.6	12.9
CN(C)/C=C1\N=C(c2ccc3c(c2)OCO3)OC1=O	-47.1	-18.4	-35.1	-13.3	6.6	-0.5	-31.3	18.7
CC1CCc2nc3ccccc3c(C(=O)OCC(=O)NC3CCS(=O)(=O)C3)c2C1 (centres undefined)	1.9	22.7	9.9	4.0	11.2	5.1	-0.5	1.1
COc1ccc(C(=O)Nc2ccc(OCc3ccccc3)cc2)cc1[N+](=O)[O-]	-0.7	1.1	6.7	-4.5	4.9	-0.1	6.2	14.3
Cc1ccc(-c2nn(C)c(=O)c3ccccc23)cc1CNC(=O)c1ccco1	14.0	6.8	8.0	6.6	1.2	3.5	1.5	16.2
COc1ccc(NC(=O)CN(C)C(=O)c2cccnc2Sc2ccc(C)c(C)c2)cc1	-6.3	0.7	3.7	1.6	-43.7	-0.5	-7.0	3.6
Cc1nc2ccccn2c1C(=O)OCC#N	12.9	8.6	-0.1	1.2	6.1	4.4	5.7	-9.0
CCOc1ccccc1N(CC(=O)NC1CCCC1)C(=O)CCC(=O)Nc1cc(C)on1	-8.3	-2.6	-3.6	-0.6	1.3	6.9	6.7	16.1

Sorted by length of the SMILES (highest first): 7 of the compounds above.
SMILES	697 NFkB inh	UBC13 polyUb	Jurkat NFkB inh	EBI2 block	APJ antagonist	CXCR6 inh	Gli-Sufu block	CCR6 antagonist
COc1ccc(NC(=O)CN(C)C(=O)c2cccnc2Sc2ccc(C)c(C)c2)cc1	-6.3	0.7	3.7	1.6	-43.7	-0.5	-7.0	3.6
COc1ccc(C(=O)Nc2ccc(OCc3ccccc3)cc2)cc1[N+](=O)[O-]	-0.7	1.1	6.7	-4.5	4.9	-0.1	6.2	14.3
Fc1ccc(-[n+]2nc(Nc3ccccc3)sc2-c2c(Cl)cccc2Cl)cc1	-67.5	26.6	2.2	5.7	9.0	-1.0	35.6	12.9
COc1ccccc1N1CCN(C(=O)c2cc(-c3ccccc3O)on2)CC1	-16.0	0.6	-5.0	17.1	-10.2	4.5	-6.4	12.6
Cc1ccc(-c2ccc(/C=N/NC(=O)c3ccccc3O)o2)cc1	-17.6	-17.9	-2.4	x	1.1	x	x	x
CN(C)/C=C1\N=C(c2ccc3c(c2)OCO3)OC1=O	-47.1	-18.4	-35.1	-13.3	6.6	-0.5	-31.3	18.7
CSCCC(NC(=O)c1ccccc1)C(=O)NC1CCCC1 (centres undefined)	17.2	3.6	9.9	-13.6	-3.0	0.5	0.6	2.7

No enrichment for hits; about 3% have a hit in one of these screens.
